# Screens as filed in PubChem BioAssay.
# HCT116 PTEN-null: growth suppressors of cells with PTEN tumor suppressor deletion | actives 1.2% (n = 140,000) | HCT116 PTEN-null viability, CellTiter-Glo, 60 h; active compounds read low | viability, % at 10 µM;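 active means viability at or below a set limit, 4 SD under the median of all tested compounds, cut at about 3.7% in these data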;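 further: PTEN knockout HCT116 line with beta catenin targeted HCT116 as companion control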
# E-sel TNF inh: blocks E-selectin expression induced by TNF alpha | inhibition, % at 2 µM | HUVEC TNFa-induced E-selectin immunofluorescence, high content | actives 0.71% (n = 120,000) | AID 1246;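 active means inhibition above the batch mean plus 3 SD, and confirmed as a hit on visual image review, cut at about 43% in these data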;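 further: 0% = TNF-stimulated DMSO wells and 100% = unstimulated control wells; not every result past the cut was called active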
# NPY Y2 blocker: blocks the human neuropeptide Y Y2 receptor; NPY-Y2 expressing cells, antagonist mode; actives 0.99% (n = 140,000); inhibition, % at 2.7 µM; in the data active means inhibition above about 17%;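 further: 0% = vehicle with agonist challenge and 100% = reference antagonist with challenge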
# Target sequence (P49146 whole entry, looked up): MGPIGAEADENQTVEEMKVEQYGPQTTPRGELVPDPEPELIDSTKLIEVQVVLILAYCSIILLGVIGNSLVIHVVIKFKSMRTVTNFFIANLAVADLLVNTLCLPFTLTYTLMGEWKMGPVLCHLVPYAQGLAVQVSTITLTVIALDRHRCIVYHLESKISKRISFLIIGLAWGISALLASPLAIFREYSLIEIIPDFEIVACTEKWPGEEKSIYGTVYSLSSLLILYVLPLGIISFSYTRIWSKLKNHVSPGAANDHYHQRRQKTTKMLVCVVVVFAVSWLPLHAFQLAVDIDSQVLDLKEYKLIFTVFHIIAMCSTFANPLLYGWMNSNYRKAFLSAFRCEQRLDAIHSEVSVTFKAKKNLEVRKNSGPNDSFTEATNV
# Yeast lifespan up: yeast lifespan extension; S. cerevisiae growth with nicotinamide, OD615; deaD strain in restrictive glucose medium; inhibition of the nicotinamide effect, % at 10 µM; actives 0.68% (n = 130,000); AID 775;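 active means inhibition above a set limit, placed 3 SD over the median of all compounds, cut at about 26% in these data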;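 further: 0% = nicotinamide-treated wells and 100% = cells grown without nicotinamide; some compounds called inactive have numbers as strong as hits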
#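 Measured by: optical density (absorbance) at 615 nm; System: modified budding yeast, DeaD strain; Medium: restrictive CSMM-D dextrose medium; Timing: 4 h preincubation then 48 h treatment at 30 °C.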
# Phagocytosis inh: blocks phagocytosis by macrophages. actives 0.07% (n = 110,000). J774A.1 macrophage IgG-bead phagocytosis, imaging. inhibition, % at 5 µM;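 active means inhibition above the mean of the plate negative controls plus 5 SD, cut at about 13% in these data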;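 further: phagocytic index as fraction of beads internalized from green versus red external bead signal; plate controls were DMSO negative control for no effect and cytochalasin-D positive control for full effect; some results beyond the cut were filed as inactive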
# Yeast growth inh: chemicals that inhibit yeast BB579 growth in restrictive medium (lifespan-shortening candidates); S. cerevisiae BB579 growth, OD615, 48 h; actives 0.51% (n = 140,000); inhibition, % at 10 µM;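 active means inhibition above a set limit, 3 SD over the mean compound inhibition, cut at about 44% in these data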; further: inactives centre near -24
#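 Detection: OD615 turbidity measurement; Material: Saccharomyces cerevisiae DeaD strain BB579, replicative lifespan model yeast; Timing: 48 h exposure, 30 °C; Doses: single 10 µM dose; Medium: CSMM-D restrictive synthetic medium containing dextrose (glucose); Controls: amphotericin B at 10 µg/mL as positive control.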
# Measles CPE: protection of cells from measles virus; Measles virus-infected cells, CPE protection, absorbance; protection (pct of control), % at 4 µM; actives 1.5% (n = 140,000); in the data active means protection mostly above about 24%, no sharp cut-off; inactive means mostly below about 26%; further: some compounds called inactive have numbers as strong as hits
# bCat KO growth: beta-catenin-lacking colon tumor cell growth suppression; HCT116 beta-catenin knockout viability, CellTiter-Glo, 60 h; active compounds read low; viability, % at 10 µM; actives 1.5% (n = 140,000);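 active means viability at or under a set limit, the compound median less 4 SD, cut at about 6% in these data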;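 further: 0% = Hyamine 1622 control at 20 µM and 100% = untreated cell control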
# MRP-1 activ: MRP-1 activation; H69AR cells + doxorubicin, viability rescue, CellTiter-Glo; viability increase, % at 10 µM; actives 0.61% (n = 140,000); AID 799;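 active means viability gain under doxorubicin at or above a set limit, the compound median plus 3 SD, cut at about 4.7% in these data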;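 further: MRP-1 overexpressing cells given doxorubicin 25 µM after compound pretreatment; 18-22 h compound pretreatment then 72 h with doxorubicin before readout; 0% = doxorubicin-only wells and 100% = vehicle-treated cells without doxorubicin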
# GALR2 antag: antagonists of human galanin receptor 2 (GALR2); actives 0.39% (n = 140,000); AID 828; GALR2-expressing cells, antagonist mode; inhibition, % at 4 µM; in the data active means inhibition above about 27%;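 further: cells stimulated with galanin 1-16 at roughly its EC80; 0% = agonist challenge control and 100% = basal control without agonist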
# Target sequence (O43603 whole entry, looked up): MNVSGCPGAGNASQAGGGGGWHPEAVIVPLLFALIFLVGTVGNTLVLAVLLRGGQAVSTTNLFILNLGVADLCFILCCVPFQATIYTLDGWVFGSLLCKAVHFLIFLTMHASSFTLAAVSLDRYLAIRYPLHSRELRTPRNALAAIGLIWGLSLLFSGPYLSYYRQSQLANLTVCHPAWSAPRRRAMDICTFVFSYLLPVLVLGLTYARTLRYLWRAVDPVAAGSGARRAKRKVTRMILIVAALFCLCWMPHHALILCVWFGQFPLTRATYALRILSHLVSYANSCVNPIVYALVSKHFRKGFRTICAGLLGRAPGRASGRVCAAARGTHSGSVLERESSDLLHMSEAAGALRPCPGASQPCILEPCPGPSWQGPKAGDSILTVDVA
# The depositor's hits bear a star; · = no result given; & = joins results of further samples.
1: O=C(c1ccc(Cl)c(S(=O)(=O)N2CCOCC2)c1)N1CCN(Cc2ccccc2)CC1
2: CC1(C)CC(=O)C2=C(C1)c1c(ccc3ncccc13)NC2c1cccs1 (centres undefined)
3: Cc1cc(NS(=O)(=O)c2ccc(NC(=O)CCCOc3ccc(Cl)cc3)cc2)no1
4: CCOC(=O)c1sc(=S)sc1SCc1cccc(C(F)(F)F)c1
5: Fc1cccc2sc(Nc3nc4cc5c(cc4s3)OCO5)nc12
6: COC(=O)[C@@H](NC(=O)Nc1ccc(S(N)(=O)=O)cc1)C(C)C
7: CCOC(=O)c1ccc(-n2c(N)c(C(=O)NCC3CCCO3)sc2=S)cc1 (centres undefined)
8: CC1CCc2c(C(=O)NCc3cccnc3)csc2C1 (centres undefined)

entry no.,1,2,3,4,5,6,7,8
HCT116 PTEN-null,100,6,98,92,66,88,87,87
E-sel TNF inh,-10,·,-24,3,-33,14,1,·
NPY Y2 blocker,3,4,1,-1,3,-2,2,-1
Yeast lifespan up,·,-1,-8,0,-2,5,-6,22
Phagocytosis inh,·,-14,-1,3,-3,1,-3,-7
Yeast growth inh,14,-6,-21,-51,-37,-34,4,-25
Measles CPE,21,16,2,11,6,31*,17,19
bCat KO growth,84,7,95,101,66,88,86,91
MRP-1 activ,-3.2,-3.6,0.2,-0.7,-2.6,-1.6,-4.0,-2.1
GALR2 antag,-16,5,-8,-15,0,-1,5,-7

# Some of these compounds in order of the Measles CPE value, largest number first.
entry | Structure | Measles CPE
6 | COC(=O)[C@@H](NC(=O)Nc1ccc(S(N)(=O)=O)cc1)C(C)C | 31*
2 | CC1(C)CC(=O)C2=C(C1)c1c(ccc3ncccc13)NC2c1cccs1 (centres undefined) | 16
4 | CCOC(=O)c1sc(=S)sc1SCc1cccc(C(F)(F)F)c1 | 11

# The listing picks up, starting 3 compounds before the break.
6: COC(=O)[C@@H](NC(=O)Nc1ccc(S(N)(=O)=O)cc1)C(C)C
7: CCOC(=O)c1ccc(-n2c(N)c(C(=O)NCC3CCCO3)sc2=S)cc1 (centres undefined)
8: CC1CCc2c(C(=O)NCc3cccnc3)csc2C1 (centres undefined)
9: Cc1ccc(CSc2nnc(CS(=O)Cc3ccc(Cl)cc3Cl)n2C)cc1 (centres undefined)
10: Brc1ccc(-c2csc(/N=C/N3CCOCC3)n2)cc1
11: CC(C)CC1(C(=O)NCc2cc(F)cc(C(F)(F)F)c2)C=CCN1C(=O)c1ccccc1 (centres undefined)
12: CCc1nc2ccccc2c(=O)n1NCCc1ccccc1
13: Cc1ccc(CNc2oc(C)nc2C#N)cc1
14: Cc1cc(-n2c(C)cc(C(=O)CN3C(=O)NC4(CCCCC4)C3=O)c2C)no1
15: C=CCNC(=S)NNC(=O)C(CCC(C)C)CC(C)(C)O (centres undefined)
16: COc1ccc(NS(=O)(=O)c2cc(NC(=O)/C=C/c3cc(OC)ccc3OC)ccc2N2CCCCC2)cc1

entry no.,6,7,8,9,10,11,12,13,14,15,16
HCT116 PTEN-null,88,87,87,81,71,73,91,97,102,95,93
E-sel TNF inh,14,1,·,32,8,·,-4,-2,11,-11,·
NPY Y2 blocker,-2,2,-1,3,8,5,5,2,-2,1,1
Yeast lifespan up,5,-6,22,-2,-18,0,-4,-7,8,-6,2
Phagocytosis inh,1,-3,-7,0,0,·,-2,-6,0,-1,·
Yeast growth inh,-34,4,-25,-68,-35,-50,-21,-26,-29,-21,-36
Measles CPE,31*,17,19,5,6,7,6,5,21,8,15
bCat KO growth,88,86,91,92,56,90,95,101,105,96,94
MRP-1 activ,-1.6,-4.0,-2.1,2.4,1.5,-2.4,-1.7,-0.1,-1.4,-0.7,-0.6
GALR2 antag,-1,5,-7,9,2,-12,-1,13,-6,8,4

17: CC1(C)CNC(=O)c2sc(NC(=O)CN3CCOCC3)nc2C1
18: Cc1ccc(C(=O)Nc2nc(C(C)(C)C)cs2)s1
19: O=C(CCc1ccccc1)NCC(=O)N/N=C/c1ccc2c(c1)OCO2
20: O=C(Nc1ccc(Cl)cc1)N(Cc1cccnc1)Cc1ccco1
21: COC(=O)[C@H]1C2CCC(C(=O)OC)(CC2)[C@H]1C(=O)OC
22: CN(C)C(=O)c1cc(F)ccc1Sc1cc(Cl)ccc1Cl
23: CCCCN1C(=O)CCC(C(=O)O)C1c1ccccc1 (centres undefined)
24: O=C(Nc1ccccc1)NC1CS(=O)(=O)CC1O (centres undefined)

entry no.,17,18,19,20,21,22,23,24
HCT116 PTEN-null,89,83,106,87,112,78,105,110
E-sel TNF inh,-50,7,·,7,14,-3,-17,12
NPY Y2 blocker,1,3,4,1,2,3,1,-3
Yeast lifespan up,-5,1,1,-6,-4,-7,-10,-18
Phagocytosis inh,-1,2,-6,2,-1,-2,·,0
Yeast growth inh,-4,-40,-42,-26,-58,5,-22,7
Measles CPE,27,4,4,21,10,4,38,7
bCat KO growth,82,53,101,82,106,89,97,105
MRP-1 activ,-0.5,0.9,-0.3,-1.1,-1.1,-2.1,-2.4,-0.8
GALR2 antag,5,5,2,10,1,9,5,-11

# Measles CPE: hit marks shown above.
cpd | SMILES | E-sel TNF inh | NPY Y2 blocker | Yeast lifespan up | Phagocytosis inh | Yeast growth inh | Measles CPE | GALR2 antag
6 | COC(=O)[C@@H](NC(=O)Nc1ccc(S(N)(=O)=O)cc1)C(C)C | 14 | -2 | 5 | 1 | -34 | 31* | -1

# Other compounds follow:
25: COCCCNCCCOc1ccc(Cl)cc1Br
26: COc1ccc(C)cc1NC(=O)CN1C(=O)c2ccccc2S1(=O)=O
27: Oc1cccc(/C=N/Nc2ncnc3c2ncn3Cc2ccccc2)c1
28: Cc1ccc(-c2cc(C(=O)O)n[nH]2)o1
29: Cc1ccc(-n2nnc3c(=O)n(CC(=O)c4ccccc4)cnc32)cc1
30: CCC(C)c1ccc(NC(=O)CSc2nncn2N)cc1 (centres undefined)
31: Cc1cccc(C(=O)c2cccc(C)c2)c1
32: CC(C)Sc1cc(N2CCOCC2)nc(-c2ccccc2)n1

entry no.,25,26,27,28,29,30,31,32
HCT116 PTEN-null,77,93,96,93,105,96,98,87
E-sel TNF inh,29,·,9,4,12,12,-5,·
NPY Y2 blocker,3,·,2,2,4,-2,4,0
Yeast lifespan up,-4,-8,0,-13,0,-3,-6,3
Phagocytosis inh,·,0,-5,·,0,-1,-2,-2
Yeast growth inh,-48,14,-13,-30,-8,-38,-17,-35
Measles CPE,10,5,2,31,2,5,4,10
bCat KO growth,77,97,75,94,107,88,97,87
MRP-1 activ,-4.8,0.3,-3.4,-0.2,0.5,1.3,-0.8,-2.7
GALR2 antag,1,·,6,-4,-5,5,6,-5

33: CCC(=O)N1CCN(CCN=CC2=C(O)CC(c3cccs3)CC2=O)CC1 (centres undefined)
34: O=C1CC(NCc2ccncc2)C(=O)N1c1ccc(Cl)cc1 (centres undefined)
35: Cn1c(SCC(=O)NCCNC(=O)CSc2nnc(C(F)(F)F)n2C)nnc1C(F)(F)F
36: COc1ccc(CCc2nc(C)ccc2O)cc1
37: Cc1cc(=O)oc2cc(OS(C)(=O)=O)ccc12
38: COc1ccc(-n2c(CSc3nc(C)cc(C)n3)nnc2SCC(=O)Nc2nccs2)cc1
39: Cc1cc(C)c(C(=O)/C=C/c2cccc3ccccc23)c(=O)[nH]1
40: COCCNC(=S)N1CCc2cc(OC)c(OC)cc2C1COc1cc(C)cc(C)c1 (centres undefined)

entry no.,33,34,35,36,37,38,39,40
HCT116 PTEN-null,91,90,100,94&92,99,99,2.3*,70
E-sel TNF inh,·,·,1,18&-48,·,·,·,-20
NPY Y2 blocker,-1,2,2,2&-1,2,2,0,2
Yeast lifespan up,53*,-10,-5,4&-9,-1,0,-3,0
Phagocytosis inh,1,1,·,-11&-2,3,1,-3,-8
Yeast growth inh,-28,-23,-16,-36&-1,6,-51,-30,5
Measles CPE,5,5,6,9&18,6,4,14,2
bCat KO growth,99,91,96,99&105,89,99,1.5*,81
MRP-1 activ,0.1,-1.5,-0.8,-1.2&-2.0,1.0,-0.6,-5.5,-5.0
GALR2 antag,-1,13,-2,-8&7,5,3,1,5

41: CCC1Oc2ccccc2N(CC(=O)NCCN2C(C)CCCC2C)C1=O (centres undefined)
42: CCN1CCCC1CNC(=O)C(=O)Nc1ccc(OC)cc1 (centres undefined)
43: O=C(Nc1ncc2c(n1)CC(c1ccco1)CC2=O)c1ccccc1 (centres undefined)
44: COc1cc(/C=N/NC(=O)c2ccc(N(C)S(=O)(=O)c3ccccc3)cc2)cc(OC)c1OC
45: CCOCCCNC(=O)C1CC(=O)N(C2CCCC2)C1 (centres undefined)
46: CCOC(=O)CSc1nnc2n(Cc3ccccc3)c(=O)c3c4c(sc3n12)CCC4
47: Cn1cnnc1SCC(=O)N(Cc1ccc2c(c1)OCO2)C1(C(=O)NC2CCCCC2)CCCC1
48: O=[N+]([O-])c1cc(/C=N/O)ccc1Sc1ccccc1

entry no.,41,42,43,44,45,46,47,48
HCT116 PTEN-null,101,87,100,71,90,99,97,93
E-sel TNF inh,-55,-17,-32,19,-4,·,-23,-12
NPY Y2 blocker,-1,2,1,3,1,1,1,1
Yeast lifespan up,-7,2,0,13,-13,-2,-9,-10
Phagocytosis inh,1,-2,-1,-10,·,0,0,·
Yeast growth inh,19,-21,-19,-62,-27,-37,-36,79*
Measles CPE,5,5,5,10,24,17,23,7
bCat KO growth,101,82,89,86,95,95,97,86
MRP-1 activ,-2.4,-2.8,-1.4,-1.3,-0.5,2.5,0.1,-4.3
GALR2 antag,4,-13,-4,9,-13,9,6,4

# Next section, overlapping the part above by two compounds.
47: Cn1cnnc1SCC(=O)N(Cc1ccc2c(c1)OCO2)C1(C(=O)NC2CCCCC2)CCCC1
48: O=[N+]([O-])c1cc(/C=N/O)ccc1Sc1ccccc1
49: CCN(CC)S(=O)(=O)c1ccc(N2CCOCC2)c(NC(=O)c2cc(C)cc(C)c2)c1
50: CC(=O)Nc1nnc(-c2ccccn2)o1
51: Cn1c(Cn2nnc3ccccc32)nnc1SCC(=O)NCc1ccc2c(c1)OCO2
52: Cc1cc(C)cc(CSCC(=O)NN=C2CCCCCC2)c1

entry no.,47,48,49,50,51,52
HCT116 PTEN-null,97,93,82,92,111,99
E-sel TNF inh,-23,-12,·,·,-2,-17
NPY Y2 blocker,1,1,2,1,-3,7
Yeast lifespan up,-9,-10,5,1,-9,-1
Phagocytosis inh,0,·,-10,-4,-1,-2
Yeast growth inh,-36,79*,-28,-16,-19,-32
Measles CPE,23,7,16,24,10,9
bCat KO growth,97,86,78,89,104,103
MRP-1 activ,0.1,-4.3,-1.3,0.4,-0.4,-1.0
GALR2 antag,6,4,2,-2,7,0
